High-throughput results as filed in PubChem BioAssay.
LDHA block: inhibitors of human lactate dehydrogenase A. purified LDHA, NADH/diaphorase-resazurin fluorescence; active compounds read low. activity change, % (values are at about 110 or 230 µM). 0.15% of 480,000 active; in the data active means activity change below about -30%;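 further: plate controls were DMSO wells for no effect and wells without enzyme for full effect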
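Enzyme activity of human lactate dehydrogenase 5 (2 nM; 0.06 mM NADH, 0.2 mM pyruvate, 5 min, RT) is measured via a resazurin/diaphorase fluorescence readout of residual NADH.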
Numbers without * were called inactive. Only part of the results is shown (hit frequency here may not be typical).

SMILES	LDHA block
O=S(=O)(c1cccs1)N1CCCC(c2nc(-c3ccccc3)no2)C1 (centres undefined)	5
CCN(CC)c1ccc2nnc(CCC(=O)N3CCC4(CC3)OCCO4)n2n1	-3
Fc1ccc(-c2csc(Nc3ccccc3)n2)cc1	1
Cc1ccc(C)c(NC(=O)CCc2c[nH]c3ccccc23)c1	-6
Cc1ccc(-c2nc(CSc3nnc(NC(C)(C)C)s3)co2)cc1	9
CCOCCCNCc1ccc(C)cc1	1
Cc1ccc2cc(CN(c3ccccc3)S(C)(=O)=O)c(=O)[nH]c2c1	8
O=C(Nc1ccccc1F)c1cc(-c2cccs2)nc2ccccc12	2
CCOC(=O)C1=C(CN2CCN(C(=O)OCC)CC2)NC(=O)NC1c1cccc(OC)c1OC (centres undefined)	-8
COc1ccc(CN2C(=O)c3ccccc3C2c2nnnn2Cc2ccccc2)cc1OC (centres undefined)	4
CN1CCN(S(=O)(=O)c2cccc(C(=O)Nc3cccc4cccnc34)c2)CC1	6
CCc1nc2nc3c(cn2n1)C(=O)CC(c1ccc(Cl)cc1)C3 (centres undefined)	9
CCn1ncc(Cl)c1CNC(=O)C1CCCN(S(=O)(=O)c2cnn(C)c2C)C1 (centres undefined)	1
C(#CCN1CCN(Cc2ccccc2)CC1)COCCOCc1ccccc1	1
COCCCNCc1cc(=O)oc2ccc3ccccc3c12	10

An excerpt of these results, with bars between the fields:
Structure | LDHA block
Cc1ccc2cc(CN(c3ccccc3)S(C)(=O)=O)c(=O)[nH]c2c1 | 8
O=C(Nc1ccccc1F)c1cc(-c2cccs2)nc2ccccc12 | 2
CCOC(=O)C1=C(CN2CCN(C(=O)OCC)CC2)NC(=O)NC1c1cccc(OC)c1OC (centres undefined) | -8
COc1ccc(CN2C(=O)c3ccccc3C2c2nnnn2Cc2ccccc2)cc1OC (centres undefined) | 4

Later entries
SMILES	LDHA block
O=C(CCl)NC(C(=O)O)(c1ccccc1)c1ccccc1	12
Cc1cc2nc(-c3cccc(NC(=O)c4cccnc4)c3)oc2cc1C	8
CCNc1c(NC(=O)NCc2ccccc2)c(=O)oc2ccccc12	1
Cc1ccc(CNc2ccc(C(=O)O)cc2)cc1	1
COc1ccccc1-c1nc(C#N)c(N2CCN(C(=O)c3cccs3)CC2)o1	-6
CC(C)N(C(=O)CSc1ncnc2ccccc12)c1ccccc1	-6
COc1nc2cc(C)c(C)cc2nc1C(=O)Nc1cc(C)cc(C)c1	2
O=C(NCCC1CCCC1)C1CC1	0
CCN(CC)C(=O)c1cc(C(=O)Nc2ccc(F)c(Cl)c2)n(C)n1	-5
CNc1cc2c(cc1S(=O)(=O)Nc1ccc(C)c(C)c1)CCC(=O)N2	-3
CC(C)c1ccc(NC(=O)CSc2cnc3cc(S(=O)(=O)N4CCCCC4)ccc3n2)cc1	-2
O=C1CN(C(=O)COC(=O)CC23CC4CC(CC(C4)C2)C3)c2ccccc2N1	-1
CC(C)CN1CCOC(CNC(=O)CSc2cc(C(=O)NC3CC3)c3ccccc3n2)C1 (centres undefined)	4
O=c1[nH][nH]c2c1[C@H](c1ccc(F)cc1)O[C@H](CCC(F)(F)F)C2	2
CCC1(c2ccccc2)NC(=O)N(Cc2coc(-c3cccs3)n2)C1=O (centres undefined)	8
Cc1cccc(C(=O)N/N=C/c2ccccc2C)c1	-1
COc1ccc2cc(C(=O)N3CCN(Cc4ccccc4C)CC3)c(C)nc2c1	-16
O=C(Nc1ccncc1)C1CCN(C(=O)c2ccc3ccccc3n2)CC1	1
Cc1ccc(NC(=O)C(C)Sc2nc(C)c(C)n2CC(C)C)cc1 (centres undefined)	1
O=C(Nc1nnc(-c2ccc(F)cc2)s1)C(=O)c1c[nH]c2ccccc12	-9
CC(C)c1ccc(C2CC(=O)NC3=C2C(=O)CC(C)(C)C3)cc1 (centres undefined)	6
CCOC(=O)C1=C(C)Oc2ncn3nc(-c4ccccn4)nc3c2C1c1ccc(OC)c(OC)c1 (centres undefined)	0
Cc1cc(C)cc(Nc2nc(N)c(C#N)c(CC#N)c2C#N)c1	-9
CCOc1ccc(S(=O)(=O)NCCc2sc(-c3cccc(F)c3)nc2C)cc1	14
C=CCOc1ccc(/C=C(\C#N)C(=O)NCCN2CCOCC2)cc1	4
CC(=O)Nc1c(-c2ccccc2)c(C)nn1-c1ccc(C(=O)NCc2ccccn2)cc1	-12
Cc1cc2c(s1)c1cnn(Cc3ccc(-c4ccccc4)cc3)c(=O)c1n2C	-2
COc1cccc(Cc2nc3ccccc3nc2SCC(=O)Nc2cccc(OC)c2)c1	1
Cc1ccc(C2CC(=O)CC(c3ccccc3)S2)cc1 (centres undefined)	-3
O=C(OCC#CCSc1nnc(-c2cccc3ccccc23)o1)c1ccc(OC(F)F)cc1	-7

Sorted by value in LDHA block (rising): some entries from above
canonical_smiles	LDHA block
Cc1ccc(C)c(NC(=O)CCc2c[nH]c3ccccc23)c1	-6
O=C(NCCC1CCCC1)C1CC1	0
COCCCNCc1cc(=O)oc2ccc3ccccc3c12	10

More entries
SMILES	LDHA block
Cc1nc2nc(N(Cc3ccc(Cl)cc3)C(=O)c3ccco3)[nH]n2c(=O)c1Cc1ccccc1	4
CC(=O)Nc1cccc(NC(=O)CSc2nc(=O)[nH]c3c2CCC3)c1	3
Cc1ccc(-n2c(-c3ccccc3)cc(C=Nc3ccc(C)c(C)c3)c2-c2ccccc2)cc1	-2
CCOC(=O)[C@]12CCC=C1N(Cc1ccco1)C(=O)[C@H](CC(=O)NCc1ccccc1)C2	-3
COc1ccc(-c2cc3ccc(OS(=O)(=O)c4ccc(C)cc4)cc3oc2=O)cc1OC	-3
O=S(=O)(c1ccc(SCc2nnc(-c3ccccc3)o2)nc1)N1CCCC1	9
CCOc1ccc(CCNC(=O)C2CCCN(c3nc4ccc(OCC)cc4s3)C2)cc1 (centres undefined)	0
CCC(C)NC(=O)c1cc2cccc(OC)c2oc1=O (centres undefined)	10
O=C1CCc2cc([S+](=O)([O-])NC3CCOCC3)ccc2N1	-7
O=C(O)/C=C/c1ccc(Br)cc1	6
CC(NS(=O)(=O)Cc1ccccc1)c1cccs1 (centres undefined)	-15
Cn1ncc2c(NC3CCCCC3)ncnc21	-7
COC(=O)c1sc2cccc(F)c2c1S(=O)(=O)N1CCN(c2cccc(Cl)c2)CC1	12
O=C(CN1CCN(C(=O)CCc2ncc(-c3ccccc3Cl)o2)CC1)Nc1ccc(F)cc1	1
O=C1CCCC2=C1C(c1ccccc1Cl)N=C(Nc1nc3ccccc3o1)N2 (centres undefined)	-2
Cc1noc(CSc2nnc(Nc3ccc(C(C)C)cc3)s2)n1	-1
O=C(COc1ccc2c(c1)CCC2)NC1CCS(=O)(=O)C1 (centres undefined)	1
O=C(CSc1nc2ccccc2c(=O)n1-c1ncn[nH]1)Nc1cccc(F)c1	-11
Cc1nc(S(=O)(=O)N2CCC(C)CC2)c(C#N)c(C)c1Cl	-2
COc1ccc(-n2nnnc2C2CCN(S(=O)(=O)c3ccc(F)cc3)CC2)cc1	-1
Nc1[nH]c(C(=O)c2ccccc2)c(-c2ccccc2Br)c1C(=O)NCCc1ccc(Cl)cc1Cl	9
C[C@@H]1C[C@H](C)CN(C(C(=O)O)c2cn(C)c3ccc(C(=O)O)cc23)C1 (some centres undefined)	-3
O=C(Nc1ccc(I)cc1)C1CCCN1c1ncnc2ccccc12 (centres undefined)	3
CS(=O)(=O)c1ccc(C(=O)N2CCCC(c3nc4ccccc4[nH]3)C2)cc1 (centres undefined)	-2
O=C(NC1CC1)c1cn(-c2ccccc2)nc1-c1ccccc1	-1
Cc1noc(CN2CCN(c3cccc(F)c3C#N)CC2)n1	5
O=C(NCc1ccc(F)cc1)c1ccccc1-c1ccccc1	-10
CCCc1ccc(C(NC(=O)Cn2ccc(=O)[nH]c2=O)c2cccs2)cc1 (centres undefined)	13
C=C(C)[C@@H]1CCC2(C(=O)OC)CC[C@]3(C)C(CCC4[C@@]5(C)C/C(=C\c6ccccc6)C(=O)C(C)(C)C5CC[C@]43C)C12 (some centres undefined)	1
CC(NC(=O)CCc1ccc(C#N)cc1)c1cccs1 (centres undefined)	2
CCC12CN(CC#N)CC(C)(CN(CC#N)C1)C2=O	-10
CC(C)N(C(=O)c1ccc(Br)cc1)C(C)C	11
O=C(OCc1nc2ccccc2o1)c1ccc(F)cc1	1
O=C(OCc1ccc(Cl)cc1Cl)c1ccccc1Oc1ccccc1	3
O=C(COc1cccc(-n2cnnn2)c1)Nc1ccc(S(=O)(=O)N2CCOCC2)cc1	2
COC(=O)[C@@]12C[C@@H](CC(=O)N3CCN(C(=O)C4CC4)CC3)C(=O)N(Cc3ccco3)C1=CCC(C)(C)C2	1
c1ccc2c(c1)Cc1cccnc1-2	-15
Cc1ccccc1NC(=O)COc1ncnc2ccccc12	-1
C1=C(c2ccccc2)Nc2nc3ccccc3n2C1c1ccccc1 (centres undefined)	15
COc1ccccc1/C=C(/C#N)C(=O)c1c[nH]c2cccc(C)c12	1
O=C(Nc1ccccc1)c1ccccc1NC(=O)C(c1ccccc1)c1ccccc1	3
CCN1C(=O)C(O)(CC(=O)c2cc(C)c(C)cc2C)c2ccccc21 (centres undefined)	-9
O=C(CCc1ncc(-c2ccc(F)cc2)o1)NC1CCN(Cc2ccccc2)C1 (centres undefined)	4
C[C@H]1COc2cc(N3CCC[C@@H]3CO)ccc2S(=O)(=O)N1	-1
O=C(c1ccc(Cl)cc1)[C@@H]1[C@H]2C(=O)[C@@H]3OC[C@@H](O3)[C@@H]12	7
CC(Nc1ccccc1[N+](=O)[O-])c1cccc(S(N)(=O)=O)c1 (centres undefined)	10
O=C(CSc1ccc2c(c1)OCCCO2)Nc1ccc2c(c1)CCC2	11
Cc1nn2c(NCCN(C)C)cc(C(C)(C)C)nc2c1-c1ccccc1	8
Cc1ccc(C)c(N2CCN(C3C(=O)Nc4ccccc4-n4nnnc43)CC2)c1 (centres undefined)	-1
CC(C)N(C)S(=O)(=O)N(C)CC1COc2ccccc2O1 (centres undefined)	-32*
O=C(OCc1ccc(Br)cc1)c1cccc(O)c1	2
O=C(CSc1nc(-c2ccc(F)cc2)cc(C(F)(F)F)n1)NC1CCCC1	-1
O=C(CCCCCC(=O)N/N=C/c1cc2c(cc1[N+](=O)[O-])OCO2)N/N=C/c1cc2c(cc1[N+](=O)[O-])OCO2	5
O=C(CSc1ncnc2sc3c(c12)CCCC3)Nc1cccc(F)c1	11
COc1ccccc1OCCNC(=O)c1ccc2c(c1)NC(=O)CS2	18
Cc1cc(C2CCCN2Cc2nc(-c3ccccc3)oc2C)on1 (centres undefined)	-1
COc1cc(/C=C(/C#N)C(=O)c2ccccc2)cc(Cl)c1OC	4
CCc1ccc(NC(=O)CSc2nccn2Cc2ccccc2OC)cc1	9
Cc1ccc(-c2nn(CCC(=O)NC(C)c3ccccc3)c(=O)c3ccccc23)cc1 (centres undefined)	7
Cc1c(C)n(Cc2cccnc2)c2ncnc(NCc3ccco3)c12	-2

Entries from the list above containing a cyano group (9):
SMILES	LDHA block
COc1ccccc1-c1nc(C#N)c(N2CCN(C(=O)c3cccs3)CC2)o1	-6
Cc1cc(C)cc(Nc2nc(N)c(C#N)c(CC#N)c2C#N)c1	-9
C=CCOc1ccc(/C=C(\C#N)C(=O)NCCN2CCOCC2)cc1	4
Cc1nc(S(=O)(=O)N2CCC(C)CC2)c(C#N)c(C)c1Cl	-2
Cc1noc(CN2CCN(c3cccc(F)c3C#N)CC2)n1	5
CC(NC(=O)CCc1ccc(C#N)cc1)c1cccs1 (centres undefined)	2
CCC12CN(CC#N)CC(C)(CN(CC#N)C1)C2=O	-10
COc1ccccc1/C=C(/C#N)C(=O)c1c[nH]c2cccc(C)c12	1
COc1cc(/C=C(/C#N)C(=O)c2ccccc2)cc(Cl)c1OC	4

(cont.)
SMILES	LDHA block
O=C(N/N=C1/CCc2ccccc21)c1ccc(F)cc1	11
CC1CCC(NC(=O)c2[nH]c3ccccc3c2Cl)CC1 (centres undefined)	3
O=C(O)c1c[nH]c2ncccc12	2
COc1ccc(N/C=C/C(=O)c2ccc(Br)cc2)cc1	-3
O=C(c1cccc(S(=O)(=O)N2CCOCC2)c1)N(Cc1ccco1)C1CC1	-9
CC(O)CNc1ncnc2c1oc1nc(C(C)C)c3c(c12)CCC3 (centres undefined)	22
COCCCn1c(Cc2c(F)cccc2Cl)n[nH]c1=S	-1
CN(C)c1cccc(-c2ccnc(N3CCC(C(N)=O)CC3)n2)c1	20
COC(=O)c1c(N)c(-c2nc3ccccc3s2)nn1-c1ccccc1	-7
C=CCNC(=O)c1cc(-c2ccccc2C)nc2ccccc12	-1
Cc1nc(C23CC4CC(CC(C4)C2)C3)c(C)s1	3
COC(=O)c1cccc(COC(=O)c2ccc(CO)cc2)c1	5
N#Cc1ccccc1OCc1ccc(-c2ccccc2C#N)cc1	9
Cc1ccc(NC(=O)C2CCCCC2)c(C)c1	2
CN1CCN(c2ccc(NC(=O)c3cccc(F)c3)nc2)CC1	-6
Cc1cccc(CSCC(=O)N2CCCC2)c1	0
CCc1nc2ccccc2c(NC(=O)CN(CC)CC)c1C	11
O=C(O)Cn1cc(-c2ccccc2)ncc1=O	-3
CC(C)c1nnc(NC(=O)C2CCN(C(=O)c3ccc(F)cc3)CC2)s1	-1
O=S(=O)(Nc1nc2ccccc2nc1NCc1ccc(Cl)cc1)c1ccccc1	11
CC(C)CCOc1ccc(/C=C/c2nc3ccccc3s2)cc1	5

Molecules shown so far that contain a tert-butyl group:
SMILES	LDHA block
Cc1ccc(-c2nc(CSc3nnc(NC(C)(C)C)s3)co2)cc1	9
Cc1nn2c(NCCN(C)C)cc(C(C)(C)C)nc2c1-c1ccccc1	8
